p97 ATPase inh – inhibitors of human p97 ATPase, primary screen, biochemical. Transitional endoplasmic reticulum ATPase (Homo sapiens), P55072. recombinant p97 ATPase, Kinase-Glo ATP luminescence, 3 h. inhibition, % at 8 µM. actives 0.42% (n = 220,000); in the data active = inhibition above about 15%;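 also: 0% = DMSO vehicle and 100% = wells lacking enzyme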
Runt-CBFb FRET – inhibitors of RUNX1 Runt–CBFb binding, primary screen, biochemical, FRET, Cerulean-Runt, Venus-CBFb, uHTS; Runt-related transcription factor 1 (Homo sapiens) + Core-binding factor subunit beta …; Cerulean-Runt/Venus-CBFb FRET ratio 530/480, 1 h; inhibition, % at 20 µM; actives 0.46% (n = 220,000); AID 1496, 2009;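 active = inhibition over about 50% at 20 µM in the single-dose screen, limit read from the data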;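 also: 0% = DMSO wells and 100% = excess unlabeled CBFb competitor control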
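test system = Cerulean-tagged RUNX1 Runt domain (FRET donor) fusion protein | reagent = Venus-CBFb binding partner, 100 nM | incubation = protein complex preformed 1 h, compound exposure 1 h, room temperature, dark | detection = FRET fluorescence | read-out basis = loss of energy transfer signal | controls = 5 µM unlabeled CBFb as full-inhibition high control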
NPY-Y1 PAM-ag – NPY-Y1 receptor potentiators or agonists, primary screen, cell-based; NPY-Y1 expressing cells, potentiator/agonist activation; actives 0.37% (n = 220,000); AID 1304, 2008; Neuropeptide Y receptor type 1 (Homo sapiens), P25929; activation, % at 3.6 µM; in the data active = activation above about 33%, passing the limit was not always enough;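 also: cells stimulated with NPY at EC10 then isoproterenol at EC100; 0% = low agonist plus stimulus and 100% = saturating agonist plus stimulus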
Target sequence (P25929 whole entry, looked up): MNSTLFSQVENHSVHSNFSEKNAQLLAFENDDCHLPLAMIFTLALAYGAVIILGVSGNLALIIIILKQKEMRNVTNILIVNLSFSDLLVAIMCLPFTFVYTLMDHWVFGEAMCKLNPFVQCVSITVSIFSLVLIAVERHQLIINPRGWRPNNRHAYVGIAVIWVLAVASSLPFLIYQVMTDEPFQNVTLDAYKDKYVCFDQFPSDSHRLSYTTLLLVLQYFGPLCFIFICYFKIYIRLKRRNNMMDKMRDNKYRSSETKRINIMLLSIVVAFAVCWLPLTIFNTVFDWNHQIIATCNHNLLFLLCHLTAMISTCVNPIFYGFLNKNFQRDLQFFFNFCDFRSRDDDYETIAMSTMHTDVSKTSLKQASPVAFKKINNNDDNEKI
NPY Y1 blocker – NPY-Y1 receptor antagonists, primary screen, cell-based. inhibition, % at 3.6 µM. HEK293-CNG Y1 cells, membrane potential fluorescence; NPY at EC95, then isoproterenol. actives 1% (n = 200,000). Neuropeptide Y receptor type 1 (Homo sapiens), P25929;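 active = inhibition above the campaign mean inhibition of all tested compounds plus 3 SD, cut at about 20% in these data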;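 also: 0% = DMSO wells given NPY plus isoproterenol and 100% = isoproterenol alone without NPY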
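Test system – HEK293 Y1/CNG channel cell line · Also added – NPY agonist 25 nM, then isoproterenol 1 µM plus Ro 20-1724 25 µM · Compound dosing – one concentration, 3.6 µM, in 0.4% DMSO · Schedule – compound incubation 1 h at room temperature, readout 45 min post-stimulation · Technique – fluorescence, membrane potential probe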
Runt-SMMHC FRET – inhibitors of RUNX1 Runt–CBFb-SMMHC binding, primary screen, biochemical, FRET, Cerulean-Runt, Venus-CBFb-SMMHC, uHTS | Runt-related transcription factor 1 (Homo sapiens) + Core-binding factor subunit beta … | Cerulean-Runt/Venus-CBFb-SMMHC FRET ratio 530/480, 1 h | inhibition, % at 20 µM | actives 0.74% (n = 220,000);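 active = mean inhibition across duplicate retests at 20 µM reaching about 50%, limit read from the data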;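 also: 0% = DMSO wells and 100% = wells with excess untagged CBFb-SMMHC; inhibitors lower the FRET ratio by blocking Runt binding to CBFb-SMMHC; some results filed as inactive read as strong as hits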
Hck-Nef inh – inhibitors of Nef-activated human Hck kinase, primary screen, biochemical, Z-Lyte FRET, 384-well, Hck-YEEI. Tyrosine-protein kinase HCK (Homo sapiens), P08631. Recombinant Hck-YEEI plus Nef, Z-Lyte FRET kinase assay. inhibition, % at 20 µM. actives 0.68% (n = 220,000). AID 463187, 2010;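 active = Hck-Nef kinase inhibition above about 50%, limit read from the data; inactive = inhibition below that limit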;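 also: 0% = DMSO with Hck plus Nef and 100% = Hck alone without Nef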
Target sequence (P08631 whole entry, looked up): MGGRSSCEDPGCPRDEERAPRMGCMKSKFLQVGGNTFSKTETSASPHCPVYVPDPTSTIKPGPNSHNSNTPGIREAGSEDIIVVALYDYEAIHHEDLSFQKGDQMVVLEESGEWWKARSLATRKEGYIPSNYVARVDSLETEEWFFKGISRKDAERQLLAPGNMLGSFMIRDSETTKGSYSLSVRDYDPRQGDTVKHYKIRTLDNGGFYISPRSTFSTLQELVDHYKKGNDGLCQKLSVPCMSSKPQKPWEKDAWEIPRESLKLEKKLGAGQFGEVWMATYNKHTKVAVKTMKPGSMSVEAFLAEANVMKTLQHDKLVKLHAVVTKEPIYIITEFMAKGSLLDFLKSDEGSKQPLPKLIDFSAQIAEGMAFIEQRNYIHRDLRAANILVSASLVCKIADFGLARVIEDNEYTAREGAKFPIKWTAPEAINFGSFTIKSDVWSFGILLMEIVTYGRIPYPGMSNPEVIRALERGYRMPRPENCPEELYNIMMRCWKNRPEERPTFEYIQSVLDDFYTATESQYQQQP
NPY2 pot ag – NPY-Y2 potentiators or agonists, primary screen, cell-based; Neuropeptide Y receptor type 2 (Homo sapiens), P49146; actives 0.45% (n = 220,000); activation, % at 3.6 µM; cells expressing NPY-Y2, potentiator/agonist read-out; in the data active = activation above about 27%;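 also: cells stimulated with NPY near EC25 plus isoproterenol at EC100; 0% = vehicle plus submaximal agonist and 100% = vehicle plus saturating agonist; some results beyond the cut were filed as inactive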
RBBP9 inhibitor – human RBBP9 inhibitors, primary screen, biochemical, fluorescence polarization, FP-Rh probe, HTS; Serine hydrolase RBBP9 (Homo sapiens), O75884; recombinant RBBP9; inhibition, % at 7.94 µM; actives 0.2% (n = 220,000);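 active = inhibition above the campaign mean of all tested compounds plus 3 SD, cut at about 14% in these data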;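 also: plate controls were DMSO wells with RBBP9 for no effect and wells lacking RBBP9 protein for full effect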
Target sequence (O75884 whole entry, looked up): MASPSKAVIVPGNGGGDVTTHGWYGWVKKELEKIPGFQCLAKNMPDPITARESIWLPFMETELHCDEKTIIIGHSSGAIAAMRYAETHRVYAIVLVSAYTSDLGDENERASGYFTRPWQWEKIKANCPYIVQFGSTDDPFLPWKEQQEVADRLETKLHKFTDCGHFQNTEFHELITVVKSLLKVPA
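Measured by – fluorescence polarization · Test system – RBBP9 protein · Input – 2.5 µM RBBP9 dispensing solution, before mixing · Measure – percent inhibition from mP, scaled between DMSO and no-protein wells · Benchmarks – DMSO-treated enzyme wells and wells lacking RBBP9 · Times – preincubation 30 min plus labeling 45 min at 25 °C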
Mdm2 ligase inh – MDM2-luciferase reporter signal enhancers, primary screen, MDM2 E3 ligase inhibitor project, cell-based, luminescence, 1536-well | actives 0.11% (n = 210,000) | signal enhancement, % at 5 µM | cell-based MDM2 ubiquitination luciferase reporter, 2 h; 0 = plate control, 100 = twice control, blank-subtracted | E3 ubiquitin-protein ligase Mdm2 (Homo sapiens), Q00987 | AID 1230, 2008;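 active = signal enhancement of 30% or more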;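 also: luminescence tracks abundance of the self-degrading MDM2-luciferase fusion protein; higher signal means inhibition of MDM2 E3 ligase activity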
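system = mammalian cells stably expressing self-ubiquitinating, self-degrading MDM2 E3–luciferase fusion | quantity = 2000 cells per well seeded | incubation = 4 h cell settling then 2 h compound exposure, 37 °C | signal = SteadyLite luminescence, 15 min reagent step | benchmarks = plate control and blank wells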
Starred values were filed as active, the others as inactive; · = no result given. Not a hit list. Share with any hit: about 3.5%.

(1) Cc1ccc(S(=O)(=O)N2CC(O)C[C@H]2C(=O)OCC(=O)c2ccccc2)cc1 (some centres not stated)
(2) C=CCc1ccc(OCCCCOc2ccc(C(=O)O)cc2)c(OC)c1
(3) COCCNc1nc(-c2ccc(OC)cc2)c(-c2ccc(OC)cc2)s1
(4) CCOCCn1c(SCCCc2ccccc2)nc2c1c(=O)[nH]c(=O)n2C
(5) CC(=O)OC[C@H]1O[C@@H](Sc2cccc3cccnc23)[C@H](OC(C)=O)[C@@H](OC(C)=O)[C@H]1OC(C)=O
(6) COc1ccc(Cc2nnc(SC)[nH]c2=O)cc1
(7) CCOC(=O)c1[nH]ncc1CN1CCC(Cc2cccc(OC)c2)(C(=O)OCC)CC1
(8) COCCCNC(=O)CCCOc1ccccc1
Assay by compound,1,2,3,4,5,6,7,8
p97 ATPase inh,-2,1,-3,-4,-3,3,-4,-6
Runt-CBFb FRET,-1,-2,-1,-5,-2,0,0,-2
NPY-Y1 PAM-ag,-15,-9,4,-26,-6,8,12,-5
NPY Y1 blocker,1,7,-1,-6,8,0,·,4
Runt-SMMHC FRET,-1,-4,-5,-1,2,-6,-1,-1
Hck-Nef inh,-66,22,25,-1,1,1,22,3
NPY2 pot ag,5,-9,11,-16,11,0,-31,-5
RBBP9 inhibitor,-9,-5,-4,-9,-10,-2,0,-7
Mdm2 ligase inh,-16,1,-19,-13,-10,-58,-13,5

(9) CCCn1c2c(c(O)c(C(=O)NCCCN(CC)CC)c1=O)CCCC2
(10) Nc1ccc(OCCCc2c(N)nc(N)nc2N)cc1
(11) Cc1ccc(OCc2csc(N)n2)cc1
(12) CNC(=O)c1ccc(-n2nc(C)cc2-c2ccccc2)cc1
(13) CC(C)CCC1(CCNC(=O)c2cccs2)CCOC(C)(C)C1 (configuration not stated)
(14) CCN=C1SC(C(=O)Nc2cccc(C)c2)CC(=O)N1CC (configuration not stated)
(15) N#Cc1c(-c2ccccc2)[nH]c(=S)[nH]c1=O
(16) CC(Nc1ncnc2nc[nH]c12)c1ccccc1 (configuration not stated)
Assay by compound,9,10,11,12,13,14,15,16
p97 ATPase inh,-1,12,-4,3,1,-3,3,0
Runt-CBFb FRET,0,2,-2,-2,-1,-4,6,2
NPY-Y1 PAM-ag,-50,15,-13,22,-16,-3,6,5
NPY Y1 blocker,11,·,1,10,·,-1,6,3
Runt-SMMHC FRET,2,0,1,-3,-1,0,1,2
Hck-Nef inh,10,10,-13,-1,15,0,-1,4
NPY2 pot ag,-14,3,0,-18,-7,4,4,10
RBBP9 inhibitor,-5,14,-8,-5,-9,-5,-4,-4
Mdm2 ligase inh,16,-3,-19,-14,-8,-10,-9,-14

(17) Cc1cc2c(cc1C)NC(c1c(C)n(C)n(-c3ccccc3)c1=O)C1=C(CC(C)(C)CC1=O)N2 (configuration not stated)
(18) CCOC(=O)c1c(C)[nH]c(NC(=O)Nc2c(C)n(C)n(-c3ccccc3)c2=O)c1C
(19) Cc1ccc(S(=O)(=O)N(CC(=O)Nc2ccccc2C(=O)O)c2ccccc2C)cc1
(20) COC(=O)CC1=C(C(=O)OC)C(c2ccc3c(c2)OCO3)C(C#N)=C(N)O1 (configuration not stated)
(21) O=C(Nc1ccccc1O)/C(=C\c1ccccc1)NC(=O)c1ccccc1
(22) COc1cc(OC)nc(S(C)(=O)=O)n1
(23) Cc1ccc(S(=O)(=O)N2CCOCC2)cc1C(=O)Nc1nc2ccccc2[nH]1
(24) COc1ccc(-c2noc(CCCOc3ccc(Cl)cc3Cl)n2)cc1
Assay by compound,17,18,19,20,21,22,23,24
p97 ATPase inh,3,0,7,6,8,-1,-9,1
Runt-CBFb FRET,-12,-3,-4,6,-1,-1,1,-2
NPY-Y1 PAM-ag,-11,5,11,12,-2,-11,4,-14
NPY Y1 blocker,-6,-2,-3,·,2,-2,-4,19
Runt-SMMHC FRET,-48,-8,-2,-2,-1,2,-4,-10
Hck-Nef inh,17,1,19,20,23,4,0,-1
NPY2 pot ag,-1,-7,-9,-9,-8,-5,-10,-34
RBBP9 inhibitor,0,-2,-4,1,-4,-8,-8,-10
Mdm2 ligase inh,-22,-17,-7,·,-3,-10,-27,-21

(25) COc1ccc(N2C(=O)/C(=C3/C=CC=CN3C)SC2=S)cc1
(26) OCCCNc1nc(-c2ccc(Cl)cc2)nnc1-c1ccccc1
(27) O=C(Nc1ccc(Cl)cc1)C1CC=CCC1C(=O)OCC(F)(F)C(F)F (configuration not stated)
(28) COc1cc(O)sc1C=Nc1ccc(Cl)cc1Cl
(29) O=C(NC1CCCC1)c1cc(-c2cccs2)on1
(30) CCCCC1=CC2=C(c3ccco3)C(=O)C(C)(OC(=O)c3ccc(OC)cc3)C(=O)C2=CN1C1CCCCC1 (configuration not stated)
(31) CC1CCCN(C(=O)CCCn2c(=S)[nH]c3ccccc3c2=O)C1 (configuration not stated)
(32) O=C(NCCCn1ccnc1)C(Cc1ccc([N+](=O)[O-])cc1)N1C(=O)c2ccccc2C1=O (configuration not stated)
Assay by compound,25,26,27,28,29,30,31,32
p97 ATPase inh,-3,6,-3,-6,-2,·,2,1
Runt-CBFb FRET,0,-3,-2,-8,-2,0,1,-1
NPY-Y1 PAM-ag,0,-14,-18,-12,-24,·,-1,15
NPY Y1 blocker,5,-6,3,8,7,·,8,-3
Runt-SMMHC FRET,119,10,-13,-39,1,-53,2,0
Hck-Nef inh,3,5,-3,15,-1,30,1,-8
NPY2 pot ag,13,14,-10,-13,-12,·,-2,6
RBBP9 inhibitor,8,-5,1,-7,5,·,3,-1
Mdm2 ligase inh,-3,-4,-15,-8,-40,18,14,0

3 compounds drawn at random from the list so far, as already listed:
(28) COc1cc(O)sc1C=Nc1ccc(Cl)cc1Cl
(25) COc1ccc(N2C(=O)/C(=C3/C=CC=CN3C)SC2=S)cc1
(26) OCCCNc1nc(-c2ccc(Cl)cc2)nnc1-c1ccccc1
Assay by compound,28,25,26
p97 ATPase inh,-6,-3,6
Runt-CBFb FRET,-8,0,-3
NPY-Y1 PAM-ag,-12,0,-14
NPY Y1 blocker,8,5,-6
Runt-SMMHC FRET,-39,119,10
Hck-Nef inh,15,3,5
NPY2 pot ag,-13,13,14
RBBP9 inhibitor,-7,8,-5
Mdm2 ligase inh,-8,-3,-4

(list continues)
(33) COc1ccc2[nH]c(=O)c(CN(Cc3ccccc3)Cc3nnnn3CC3CCCO3)cc2c1 (configuration not stated)
(34) COc1ccc(-c2nnc(SCC(=O)O)n2C)cc1OC
(35) Cn1c(=NC(=O)c2ccco2)sc2cccc(F)c21
(36) Cc1ccc(N(CC(=O)NCC2CCCO2)C(=O)CCC(=O)Nc2ccccn2)cc1 (configuration not stated)
(37) COc1ccccc1/C=C1\NC(=S)N(CC2CCCO2)C1=O (configuration not stated)
(38) C=CCSc1nnc(NC(=O)CSc2nc3ccccc3[nH]2)s1
(39) CC(C)[C@H](NC(=O)c1ccco1)C(=O)OCC(=O)Nc1ccccc1OC(F)F
(40) O=C(Nc1ccc2c(c1)OCO2)OCc1ccccc1
Assay by compound,33,34,35,36,37,38,39,40
p97 ATPase inh,2,4,-5,4,-5,2,-3,4
Runt-CBFb FRET,-5,-1,1,0,3,-1,0,0
NPY-Y1 PAM-ag,-1,18,-35,14,-11,-24,-2,20
NPY Y1 blocker,5,3,6,0,3,11,1,-4
Runt-SMMHC FRET,-4,-4,-1,1,8,2,-2,-3
Hck-Nef inh,0,3,0,26,-15,2,20,0
NPY2 pot ag,-2,6,-28,6,-22,-4,6,-15
RBBP9 inhibitor,1,0,-8,13,-8,-7,-6,-4
Mdm2 ligase inh,16,-9,-29,17,-5,-1,-19,5

(41) COCCNC(=O)/C(C#N)=C/c1nc(N(C)C)n(-c2ccc(F)cc2)c1Cl
(42) COc1cccc(/C(C#N)=C/c2c(-c3ccc(Cl)cc3)nc3c(C)cccn23)c1
(43) NS(=O)(=O)c1ccc(-c2ccc(/C=C3\C(=O)Nc4cc(Cl)ccc43)o2)cc1
(44) O=C(NN1C(=O)c2ccccc2C1=O)C1CCCCC1
(45) CCn1c(=S)[nH]c2sc3c(c2c1=O)CCCCC3
(46) COc1ccc2c(c1)c(=O)cc(C)n2CC(=O)NCc1ccco1
(47) Nc1cc(N)nc(SCC(=O)N2CCc3ccccc32)n1
(48) Cc1ccc(/C=C(\C#N)C(=O)Nc2c(C)cccc2C)s1
(49) O=C(Cn1nc(Cc2cccnc2)c2ccccc2c1=O)NCC1COc2ccccc2O1 (configuration not stated)
(50) O=C(c1cccc([N+](=O)[O-])c1)N(c1ccccn1)c1ccccn1
(51) COCCNC(=O)c1ccccc1NC(=O)CSc1ccc(C)cc1
Assay by compound,41,42,43,44,45,46,47,48,49,50,51
p97 ATPase inh,2,7,10,5,3,5,2,1,-2,10,4
Runt-CBFb FRET,-3,-1,49,0,14,2,1,-1,3,1,1
NPY-Y1 PAM-ag,1,0,4,7,-4,7,17,16,-5,14,8
NPY Y1 blocker,-2,23*,-2,4,-2,7,0,-1,12,-2,4
Runt-SMMHC FRET,-7,3,34,-3,3,0,-5,-11,1,0,-2
Hck-Nef inh,7,-1,7,1,7,2,6,24,1,2,31
NPY2 pot ag,1,-4,8,-1,1,13,-2,-4,-2,0,-6
RBBP9 inhibitor,-8,-3,-8,9,-2,-1,9,-2,-2,-7,4
Mdm2 ligase inh,0,3,-9,-1,-2,-17,-2,-14,-13,-29,-17

Screens deposited in PubChem BioAssay by several laboratories.
